# High-throughput results from PubChem BioAssay.
# BoNT-F LC inh – BoNT F light chain protease inhibition | actives 0.22% (n = 360,000) | inhibition, % at 10 µM | Multiplex microsphere protease cleavage assay, flow cytometry | AID 588497; in the data active means inhibition above about 35%, passing the limit was not always enough; inconclusive means no clear call, values can overlap the other calls; further: plate controls were buffer without enzyme for full effect and enzyme alone for no effect
# GDH-TPI inh – GDH-TPI coupled enzyme inhibition counter-screen; GDH-TPI coupled enzyme counterscreen, NADH absorbance; inhibition, % at 4.8 µM; actives 1.2% (n = 360,000);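 further: 0% = DMSO wells and 100% = wells lacking the enzyme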
# MazF activator – increases E. coli MazEF RNase cleavage of RNA. AID 504720. FAM/BHQ RNA-DNA oligo cleavage fluorescence, 5 h. actives 0.32% (n = 350,000). activation, % at 20 µM. P0AE70; in the data active means activation above about 50%
# Target sequence (P0AE70 whole entry, looked up): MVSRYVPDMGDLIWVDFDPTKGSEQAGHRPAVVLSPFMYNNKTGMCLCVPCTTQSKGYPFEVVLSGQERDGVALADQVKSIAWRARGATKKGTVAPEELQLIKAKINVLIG
# Mtb BioA inh – blocks M. tuberculosis BioA enzyme activity. purified M. tuberculosis BioA enzyme, plate reader. inhibition, % at 9.99 µM. actives 0.096% (n = 360,000); in the data active means inhibition above about 40%; inconclusive means no clear call, values can overlap the other calls
# Mtb UGM inh – inhibitors of M. tuberculosis UDP-galactopyranose mutase. purified UGM, fluorescence polarization probe displacement. inhibition, % at 10 µM. actives 0.06% (n = 320,000). AID 504406; in the data active means inhibition above about 10%, passing the limit was not always enough; inconclusive means no clear call, values can overlap the other calls
# CCHF vOTU inh – CCHFV vOTU protease inhibition. Pep-AMC fluorescence. inhibition, % at 11.5 µM. actives 0.55% (n = 370,000). AID 651958; further: 0% = vehicle wells with enzyme and 100% = no enzyme wells
# FBA Mtb inh – Mtb fructose-bisphosphate aldolase inhibition; P9WQA3; purified M. tuberculosis FBA, fluorescence read-out; inhibition, % at 1 µM; actives 2.3% (n = 360,000); AID 588726; in the data active means inhibition above about 27%;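 further: 0% = vehicle and 100% = reference inhibitor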
# Target sequence (P9WQA3 whole entry, looked up): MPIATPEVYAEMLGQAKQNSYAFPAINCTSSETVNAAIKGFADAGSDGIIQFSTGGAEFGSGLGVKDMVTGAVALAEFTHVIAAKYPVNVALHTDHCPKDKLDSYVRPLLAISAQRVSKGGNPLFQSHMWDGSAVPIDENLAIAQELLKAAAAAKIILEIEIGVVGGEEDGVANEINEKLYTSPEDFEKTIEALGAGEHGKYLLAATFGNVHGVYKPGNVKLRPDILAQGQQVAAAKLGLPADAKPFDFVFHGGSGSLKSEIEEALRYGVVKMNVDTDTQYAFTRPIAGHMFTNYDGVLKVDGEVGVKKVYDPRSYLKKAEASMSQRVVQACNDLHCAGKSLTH
# FadD28 FP inh – blocks FadD28 binding to the bisubstrate probe; fluorescence polarization; inhibition, % at 12.5 µM; actives 0.22% (n = 360,000); in the data active means inhibition above about 8.5%, passing the limit was not always enough; inconclusive means no clear call, values can overlap the other calls
# Rv3671c protease – inhibits the M. tuberculosis serine protease Rv3671c | actives 0.048% (n = 320,000) | inhibition, % at 5.96 µM | AID 2606 | P9WHR9; in the data active means inhibition above about 38%;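 further: extracellular domain of Rv3671c used as enzyme; 0% = enzyme with DMSO and 100% = no enzyme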
# Target sequence (P9WHR9 whole entry, looked up, the tested form may be a part): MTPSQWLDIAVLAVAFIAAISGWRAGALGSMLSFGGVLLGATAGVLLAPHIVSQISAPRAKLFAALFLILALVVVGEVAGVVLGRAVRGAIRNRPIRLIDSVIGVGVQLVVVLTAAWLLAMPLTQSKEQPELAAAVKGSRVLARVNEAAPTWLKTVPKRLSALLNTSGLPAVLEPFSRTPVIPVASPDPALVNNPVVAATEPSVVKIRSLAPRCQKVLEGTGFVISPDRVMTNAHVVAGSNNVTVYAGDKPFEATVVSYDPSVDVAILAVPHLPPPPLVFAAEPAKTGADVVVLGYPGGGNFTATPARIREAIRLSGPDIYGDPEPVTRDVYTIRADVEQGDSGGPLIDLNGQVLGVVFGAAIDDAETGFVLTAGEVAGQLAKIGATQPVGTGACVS
# DUSP3 inh – blocks human VHR1 dual specificity phosphatase. recombinant VHR phosphatase, pNPP absorbance. AID 1654. inhibition, % at 13.3 µM. P51452. actives 0.52% (n = 290,000); in the data active means inhibition above about 50%; further: some compounds called inactive have numbers as strong as hits
# Target sequence (P51452 whole entry, looked up): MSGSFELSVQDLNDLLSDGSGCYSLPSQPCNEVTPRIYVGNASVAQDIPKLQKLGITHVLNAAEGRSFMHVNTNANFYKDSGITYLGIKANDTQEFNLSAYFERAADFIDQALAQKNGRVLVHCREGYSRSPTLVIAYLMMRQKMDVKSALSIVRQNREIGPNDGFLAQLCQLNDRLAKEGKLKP
# Numbers without * were called inactive; ? = inconclusive; nt = not tested or not shown. Unless noted, no stated cut-off is given here; in the data, active means inhibition above about 30%; inactive means the rest.
1	CCCCCCN(CCCCCC)C(=O)Cc1c(-c2ccc(F)cc2)[nH]c2ccccc12
2	CN1CCN(S(=O)(=O)c2cccc(C(=O)NC3CCCC3)c2)CC1
3	c1ccc2oc(-c3csc(N4CCOCC4)n3)cc2c1
4	CC(=O)NC1C(=O)N=C(SC(C)C(=O)Nc2cccc(Cl)c2)NC1=O (stereo not drawn)
5	CCOC(=O)N1CCN(C(=O)Nc2ccc(Cl)cc2Cl)CC1
6	CC1(C)Cc2cccc(C(=O)Nc3ccc(F)cc3F)c2O1
7	COC(=O)c1ccc(N2CCOCC2)c(NC(=O)c2cccs2)c1
8	CC(NC(=O)C(=O)c1cn(CC(=O)N2CCOCC2)c2ccccc12)c1ccccc1 (stereo not drawn)
assay / entry	1	2	3	4	5	6	7	8
BoNT-F LC inh	-1	3	-19	-4	-49	?	3	4
GDH-TPI inh	-1	3	10	2	5	3	-2	18
MazF activator	6	6	-7	-2	5	1	-2	9
Mtb BioA inh	-0.9	-1.3	nt	nt	-1.7	nt	4.0	0.0
Mtb UGM inh	-0.7	2.6	-0.7	2.0	-1.0	-0.3	0.8	-2.5
CCHF vOTU inh	-3	8	-8	5	1	-7	-1	-6
FBA Mtb inh	5	2	3	-1	6	-1	-1	4
FadD28 FP inh	1.3	1.6	-0.2	-3.2	-1.3	0.0	-0.8	-1.2
Rv3671c protease	1	6	2	-2	3	-13	4	4
DUSP3 inh	nt	nt	13	18	17	22	24	1

9	Cc1cc(OCC(=O)O/N=C(\N)c2ccccc2)ccc1Cl
10	COc1ccc(S(=O)(=O)N2CCOCC2)cc1NC(=O)COC(=O)C1CCC1
11	CCC(C)N=Cc1c(Nc2ccccc2)nc2c(C)cccn2c1=O (stereo not drawn)
12	Nc1ccn([C@@H]2O[C@H](C(=O)N3CCN(c4ccc(Cl)cn4)CC3)[C@@H](O)[C@H]2O)c(=O)n1
13	Cn1c(SCC(=O)NC2CCCC2)nnc1-c1cccs1
14	CCC(CC)C(=O)N(C)c1c(C)nc2c(OCc3ccc(F)c(F)c3)cccn12
15	CCN(CC)CCNC(=O)C(=O)Nc1ccc2c(c1)N(S(=O)(=O)c1cccs1)CCC2
16	COc1cccc(OCC(=O)Nc2ccncc2)c1
assay / entry	9	10	11	12	13	14	15	16
BoNT-F LC inh	1	0	-4	-22	8	3	6	?
GDH-TPI inh	-5	0	6	nt	6	0	-1	10
MazF activator	-4	4	-3	nt	-9	nt	0	5
Mtb BioA inh	nt	-7.8	-1.8	2.5	-3.6	29	-4.1	-0.4
Mtb UGM inh	-1.4	-4.7	-2.4	nt	0.2	nt	6.1	2.0
CCHF vOTU inh	5	4	6	-12	-4	14	1	6
FBA Mtb inh	0	2	0	13	11	1	4	-1
FadD28 FP inh	-2.1	-1.1	-0.6	-1.0	0.2	-2.8	-3.7	-3.3
Rv3671c protease	-7	-4	-2	nt	5	nt	4	-1
DUSP3 inh	12	nt	15	nt	28	nt	nt	0

17	CCOC(=O)N1CCN(C(=O)c2cccc(F)c2)CC1
18	CC1=NN(c2ccc(Br)cc2)C(=O)/C1=C/c1cccs1
19	CC(=O)N(c1ccccc1C)c1ccccc1C
20	CCOc1ccc(N(CC(=O)NCc2ccc(OC)cc2)C(=O)CCC(=O)Nc2nccs2)cc1
21	O=C(Cn1ncc2c1-c1ccccc1OC2)N1CCN(c2ccccn2)CC1
22	CCCOc1cccc(C(=O)Nc2ccc(Br)cc2F)c1
23	CCOC(=O)C(C)Sc1snnc1C (stereo not drawn)
24	CCOc1cc(/C=C/C(=O)O)ccc1OCc1ccccc1
assay / entry	17	18	19	20	21	22	23	24
BoNT-F LC inh	4	-2	5	nt	3	-8	6	0
GDH-TPI inh	7	27	3	-7	13	12	0	3
MazF activator	5	0	5	2	1	-2	4	-1
Mtb BioA inh	nt	nt	-1.1	-1.4	1.9	-0.8	0.6	-1.2
Mtb UGM inh	-0.5	-3.1	nt	0.0	-1.1	-1.1	-3.9	-1.1
CCHF vOTU inh	6	12	34*	0	10	-2	-2	3
FBA Mtb inh	1	0	0	2	13	-2	1	4
FadD28 FP inh	-2.4	1.0	-0.8	-3.7	-1.7	-1.1	-1.4	0.0
Rv3671c protease	-10	-131	nt	-4	-1	-2	6	1
DUSP3 inh	19	15	nt	-19	-1	-10	nt	11

25	C=CCn1c(SCC(=O)Nc2sc3c(c2C#N)CCC3)nnc1C1COc2ccccc2O1 (stereo not drawn)
26	CCOc1ccccc1N(C(=O)CNC(=O)c1ccco1)C(C(=O)NC1CCCC1)c1ccncc1 (stereo not drawn)
27	Cc1ccc(S(=O)(=O)c2cnc(-c3ccccc3)nc2N2CCCCC2)cc1
28	CCOC(=O)Cc1c[nH]c(=S)[nH]c1=O
29	Cc1scc(C(=O)NNC(=S)NCC(C)C)c1C
30	CN1c2ccsc2/C(=N/NC(=O)c2c(F)cccc2F)CS1(=O)=O
31	CCN(Cc1cnn(C)c1)C(=O)c1ccc2nc(Cc3ccccc3F)oc2c1
32	Cc1cccc(C(=O)NCc2nnc3c4ccccc4c(-c4ccccc4)nn23)c1
assay / entry	25	26	27	28	29	30	31	32
BoNT-F LC inh	-2	-3	-9	4	2	-6	1	2
GDH-TPI inh	16	-13	-1	1	7	34*	4	5
MazF activator	2	8	-7	8	5	5	3	2
Mtb BioA inh	-1.3	nt	nt	nt	nt	0.4	-1.0	nt
Mtb UGM inh	2.3	-0.3	-2.2	-1.3	0.0	3.7	nt	3.9
CCHF vOTU inh	6	6	-1	-4	-12	14	3	12
FBA Mtb inh	-1	-2	2	3	4	0	-2	-1
FadD28 FP inh	0.9	-2.8	-5.1	-1.0	-2.0	-4.5	-2.3	-2.2
Rv3671c protease	-6	9	-7	6	8	2	nt	-4
DUSP3 inh	16	32	17	32	2	2	nt	10

33	CCN(CC)C(=O)CSc1nnc2cc(C)c3ccccc3n12
34	N#C/C(=C\c1ccc(Sc2nc3ccccc3[nH]2)o1)c1ccccc1
35	Cc1ccc2nc(-c3ccncc3)cc(C(=O)Nc3ccncc3)c2c1
36	Cc1onc(-c2ccccc2)c1C(=O)OCCOc1ccc([N+](=O)[O-])cc1[N+](=O)[O-]
37	COc1ccc(C(=O)NCCNc2ccccc2[N+](=O)[O-])cc1
38	Cc1ccc(N2CCN(C(=S)c3ccc(N(C)C)cc3)CC2)cc1
39	COc1ccc(OC)c(-n2c(=S)[nH]c3cc(C(=O)N(C)Cc4ccccc4)ccc3c2=O)c1
40	Cc1cc(NC(=O)CCSc2ccccc2)ccc1Br
assay / entry	33	34	35	36	37	38	39	40
BoNT-F LC inh	-7	-2	-5	31	-6	-51	-4	5
GDH-TPI inh	-6	20	17	12	-8	6	-5	5
MazF activator	-12	8	2	5	6	4	3	-5
Mtb BioA inh	nt	1.4	-2.0	0.2	nt	-0.2	nt	-2.9
Mtb UGM inh	-2.3	2.6	2.6	-0.1	0.3	0.3	-2.8	2.5
CCHF vOTU inh	13	7	-4	0	-8	-5	0	-3
FBA Mtb inh	6	-5	0	2	-5	-1	-3	1
FadD28 FP inh	0.4	-14	-1.4	1.0	-2.0	0.5	-6.5	-6.5
Rv3671c protease	1	-17	8	7	-8	7	4	-12
DUSP3 inh	8	26	8	-18	21	3	12	-12

# Retrieved one by one from the list above (two):
36	Cc1onc(-c2ccccc2)c1C(=O)OCCOc1ccc([N+](=O)[O-])cc1[N+](=O)[O-]
37	COc1ccc(C(=O)NCCNc2ccccc2[N+](=O)[O-])cc1
assay / entry	36	37
BoNT-F LC inh	31	-6
GDH-TPI inh	12	-8
MazF activator	5	6
Mtb BioA inh	0.2	nt
Mtb UGM inh	-0.1	0.3
CCHF vOTU inh	0	-8
FBA Mtb inh	2	-5
FadD28 FP inh	1.0	-2.0
Rv3671c protease	7	-8
DUSP3 inh	-18	21

# Records 1 through 2 of the list above:
1	CCCCCCN(CCCCCC)C(=O)Cc1c(-c2ccc(F)cc2)[nH]c2ccccc12
2	CN1CCN(S(=O)(=O)c2cccc(C(=O)NC3CCCC3)c2)CC1
assay / entry	1	2
BoNT-F LC inh	-1	3
GDH-TPI inh	-1	3
MazF activator	6	6
Mtb BioA inh	-0.9	-1.3
Mtb UGM inh	-0.7	2.6
CCHF vOTU inh	-3	8
FBA Mtb inh	5	2
FadD28 FP inh	1.3	1.6
Rv3671c protease	1	6
DUSP3 inh	nt	nt

# (more compounds)
41	O=C(NCCN1CCOCC1)c1cnn2c1NC(c1cccs1)CC2C(F)(F)F (stereo not drawn)
42	O=C(NCCN1CCN(c2ccccc2F)CC1)C1CCCN(S(=O)(=O)c2cnc[nH]2)C1 (stereo not drawn)
43	COc1c(S(=O)(=O)NCCCn2ccnc2)ccc(Cl)c1Cl
44	Cc1ccc(/C=N/N(Cc2ccccc2)c2ccccc2)o1
45	COCCNC(=O)C1(C)CCN(C(=O)c2ccc(SC(F)(F)F)cc2)C1 (stereo not drawn)
46	N#C/C(=C\c1c(N2CCC(C(N)=O)CC2)nc2ccccn2c1=O)C(=O)NC1CCCCC1
47	O=C(COC(=O)c1c[nH]c(=O)[nH]c1=O)Nc1ccccc1F
48	COc1ccccc1Nc1nc2ccccc2n1C
assay / entry	41	42	43	44	45	46	47	48
BoNT-F LC inh	-4	6	?	-6	0	-6	0	0
GDH-TPI inh	-3	0	-1	8	-2	5	1	-12
MazF activator	7	11	4	-4	nt	6	6	3
Mtb BioA inh	nt	-0.7	7.6	nt	-0.2	3.7	nt	-1.3
Mtb UGM inh	-0.6	0.9	2.1	1.2	nt	-3.5	-0.1	2.3
CCHF vOTU inh	18	-12	3	10	12	17	3	-7
FBA Mtb inh	2	-2	-1	-2	0	-10	-2	0
FadD28 FP inh	-1.0	0.0	-3.1	-0.1	-1.8	-4.4	1.0	-3.1
Rv3671c protease	9	8	-2	-3	nt	2	6	0
DUSP3 inh	29	17	-8	20	nt	1	16	22

49	O=C1CCCC(=NNC(=O)c2cc3ccccc3cc2O)C1
50	Cn1nnnc1Sc1c(Cl)cccc1[N+](=O)[O-]
51	C[C@@]12C(=O)Nc3ccc(F)cc3C(=O)N1[C@H]1c3ccccc3OC[C@@H]1[C@@H]2c1ccccc1
52	O=C(CN1CCC(NC(=O)Nc2ccccc2)CC1)Nc1ccccc1F
53	Cc1nonc1C(=O)N/N=C/c1ccc(O)cc1
54	COc1ccc(NC(=O)C2CCN(S(=O)(=O)c3cccc4nonc34)CC2)c(OC)c1
55	CC1(Cc2ccc(C(F)(F)F)o2)C(=O)Nc2cc(-c3ccc(F)cc3F)ccc21 (stereo not drawn)
56	CC(C)c1cccc(C(C)C)c1NC(=O)CN1C(=O)NC2(CCCCCCC2)C1=O
assay / entry	49	50	51	52	53	54	55	56
BoNT-F LC inh	-4	-5	-1	1	-7	-14	2	11
GDH-TPI inh	25	-1	4	-2	29	3	-5	7
MazF activator	-188	-1	-4	7	-3	17	nt	-3
Mtb BioA inh	nt	0.5	-0.6	-0.1	-1.5	-1.9	-1.0	1.3
Mtb UGM inh	-2.2	-1.0	2.7	-0.8	3.6	-1.4	nt	-6.9
CCHF vOTU inh	nt	-17	nt	4	17	8	39*	7
FBA Mtb inh	-3	0	1	1	0	-2	-2	1
FadD28 FP inh	?	-1.8	-3.3	-3.0	-1.9	-0.4	-0.4	-1.0
Rv3671c protease	13	-7	-4	-6	-1	-3	nt	5
DUSP3 inh	nt	-10	nt	34	-10	5	nt	nt

57	COCCOC(=O)C1=C(C)NC(=O)NC1c1cccc(F)c1 (stereo not drawn)
58	COC(=O)C(C(=O)OC)C(C[N+](=O)[O-])c1ccc(O)c(OC)c1 (stereo not drawn)
59	CCOC(=O)Cc1[nH]nc2c1C(c1cc(OC)ccc1OC)C(C#N)=C(N)O2 (stereo not drawn)
60	Cc1ccc(C(=O)O)cc1NC(=S)NC(=O)c1ccc([N+](=O)[O-])c(C)c1
61	COc1ccc(NC(=O)c2cc(C)no2)cc1OC
assay / entry	57	58	59	60	61
BoNT-F LC inh	3	-5	-5	6	24
GDH-TPI inh	-9	-10	-9	10	21
MazF activator	9	-5	5	8	0
Mtb BioA inh	1.2	nt	-0.5	nt	nt
Mtb UGM inh	2.2	0.7	0.9	2.1	0.5
CCHF vOTU inh	-8	-21	1	2	-7
FBA Mtb inh	2	4	1	3	-1
FadD28 FP inh	-0.2	-1.5	-3.0	0.4	-2.2
Rv3671c protease	-2	-7	6	2	-8
DUSP3 inh	1	-8	37	8	-20

# An unsorted share of the library; any-hit rate near 4.9%.
